Source: PubChem (Southern Research Specialized Biocontainment Screening Center)
H1N1 NS1A inhibition = H1N1 influenza NS1A inhibitors, functional cell based assay (AID 504329). NS1A functional cell-based assay, percent inhibition; higher % means a stronger effect. inhibition, % at 12.5 µM; hits with a dose series show IC50 in µM. 340,000 tested, 0.3% active; in the data active = a potency from the dose series; inconclusive = inhibition above about 27% without an active follow-up result; also: strong numbers were not always called active
M. tuberculosis HTS = M. tuberculosis growth inhibition, HTS (AID 449762); one-dose inhibition, % at 25 µM; IC50 in µM for titrated hits; M. tuberculosis H37Rv growth inhibition, 7H9 media; higher % means a stronger effect; 330,000 tested, 0.59% active; in the data active = a potency from the dose series; inconclusive = inhibition above about 70% without an active follow-up result;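 also: bacterial growth assessed after seven days of incubation; strong numbers were not always called active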
VEEV TC-83 Vero = inhibitors of VEEV TC-83 cytopathic effect, confirmation, Vero cells (AID 588727) | Vero cells, VEEV TC-83 cytopathic effect inhibition; higher % means a stronger effect | inhibition, % at 20 µM; hits with a dose series show IC50 in µM | 350,000 tested, 0.13% active; in the data active = a potency from the dose series; inconclusive = inhibition mostly from about 14% at the one dose, without a potency; inactive = the rest, 99 in 100 with inhibition below about 12%; also: strong numbers were not always called active
Salmonella PhoP GFP = PhoP regulon inhibitors, Salmonella typhi PhoP promoter GFP reporter, confirmatory (AID 1850) | Salmonella Typhi PhoP-promoter GFP reporter, fluorescence, 4 h; higher % means a stronger effect | inhibition, % at 50 µM; hits with a dose series show IC50 in µM | 310,000 tested, 0.33% active; in the data active = a potency from the dose series; inconclusive = inhibition mostly from about 25% at the one dose, without a potency; inactive = the rest, 99 in 100 with inhibition below about 19%;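 also: 0% = induced wells with vehicle and 100% = uninduced wells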
M. tuberculosis = growth inhibition of non-replicating M. tuberculosis (AID 488890) | Mycobacterium tuberculosis non-replicating, growth inhibition; higher % means a stronger effect | inhibition, % at 25 µM, or IC50 in µM where a hit was titrated | 320,000 tested, 0.39% active; in the data active = a potency from the dose series; inconclusive = inhibition mostly from about 82% at the one dose, without a potency; inactive = the rest, 99 in 100 with inhibition below about 76%;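 also: plate controls were DMSO cells for no effect and high antibiotic wells for full effect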
VEEV TC-83 Vero 10K pilot screen = recorded beside VEEV TC-83 Vero, whose call it bears; inhibition, %; measured here: 10K pilot screen inhibition
Starred values were filed as active, the others as inactive; i = inactive; u = inconclusive; x = not tested or not shown. Random draw from the library; any-hit rate near 1.5%.

SMILES | H1N1 NS1A inhibition | M. tuberculosis HTS | VEEV TC-83 Vero | Salmonella PhoP GFP | M. tuberculosis | others
Cn1c(N2CCC(C(N)=O)CC2)nc2c1c(=O)n(Cc1ccc(Cl)cc1)c(=O)n2C | 7% | 3% | 0.6% | -2% | 13%
COc1ccc(NC(=O)C(CC(C)C)NC(=O)c2ccccc2C)cn1 (stereo unspecified) | 0% | -4% | 0.1% | -1% | 5%
Cn1c(CO)nc2c3ccccc3ccc21 | -3% | 7% | 1.6% | -6% | -6%
Cc1cccc(C)c1NC(=O)CN(C)CC(=O)N(C)CC(=O)Nc1ccccc1Br | -2% | -13% | 1.5% | x | -20%
O=C(NCCCN1CCOCC1)Nc1ccc(Cc2ccc(NC(=O)NCCCN3CCOCC3)cc2)cc1 | 3% | -4% | 1.4% | -10% | 38%
Cc1ccc(Oc2ccc(OCC(=O)Nc3ccncc3)cc2)cc1 | x | u | x | x | u
COc1ccc(/C=C2/SC(=O)N(CC(=O)Nc3cc(C)on3)C2=O)cc1OC | -5% | 2% | i | -7% | 1%
COc1ccc(N2C(=O)C(CC(=O)Nc3ccc(F)cc3)N(CCc3cccs3)C2=O)cc1 (stereo unspecified) | 4% | 4% | 0.4% | -6% | 15%
CC1(C)Cc2nc(-c3ccccc3)nc(SCC(=O)N3CCCC3)c2CO1 | -1% | -3% | 1.0% | 3% | -2%
COc1ccc(S(=O)(=O)N(CC(=O)NCc2ccncc2)c2ccc(C)cc2)cc1OC | -13% | -4% | 1.1% | 6% | 11%
CCOC(=O)c1c(C)oc2ccc(OC(=O)N3CCOCC3)cc12 | -3% | 4% | i | 0% | 17%
CCOC(=O)CSc1nc(C(C)(C)C)nc2ccccc12 | -16% | 13% | 1.9% | 2% | 42%
CCCCNC(=S)NC(=O)c1ccc(Cl)cc1Cl | -23% | 10% | 0.1% | -5% | 44%
O=C(Cn1cnc2c(cnn2-c2ccc(Cl)cc2)c1=O)NC1CCCCC1 | -2% | 3% | 1.9% | -14% | x
CCN(CC)c1ccc(/C=N/NC(=O)C(O)c2ccccc2)cc1 (stereo unspecified) | -1% | -1% | i | -9% | 10%
COc1cccc(N/C(=N/C(=S)Nc2ccc(C)cc2C)Nc2nc(C)cc(C)n2)c1 | 9% | -6% | 5.0% | -2% | 23%
CN(C)Cc1ccc(F)cc1Sc1cc(Cl)ccc1Cl | 23% | 3% | 0.6% | -2% | -23%
CCOC(=O)C1CCCN(C(=O)Cn2c(=O)c3cccn3c3cccnc32)C1 (stereo unspecified) | 2% | -1% | 0.3% | -3% | 1%
CCOc1ccc(-n2c(SCC(=O)Nc3ccc4c(c3)OCO4)nc3ccccc3c2=O)cc1 | -4% | -9% | 7.8% | 14% | 20%
COc1ccc(Cc2n[nH]c(=S)n2Cc2ccccc2)cc1Cl | 2% | 8% | 1.9% | -13% | -16%

3 entries drawn at random from the list so far, as already listed:
SMILES | H1N1 NS1A inhibition | M. tuberculosis HTS | VEEV TC-83 Vero | Salmonella PhoP GFP | M. tuberculosis | others
Cc1cccc(C)c1NC(=O)CN(C)CC(=O)N(C)CC(=O)Nc1ccccc1Br | -2% | -13% | 1.5% | x | -20%
O=C(NCCCN1CCOCC1)Nc1ccc(Cc2ccc(NC(=O)NCCCN3CCOCC3)cc2)cc1 | 3% | -4% | 1.4% | -10% | 38%
COc1cccc(N/C(=N/C(=S)Nc2ccc(C)cc2C)Nc2nc(C)cc(C)n2)c1 | 9% | -6% | 5.0% | -2% | 23%

(list continues)
SMILES | H1N1 NS1A inhibition | M. tuberculosis HTS | VEEV TC-83 Vero | Salmonella PhoP GFP | M. tuberculosis | others
CN(c1cccc(NC(=O)CN(c2ccc(Cl)c(Cl)c2)S(=O)(=O)c2ccccc2)c1)S(C)(=O)=O | 6% | u | 9.0% | 9% | 27%
Cc1cccc(-c2nc(C#N)c(N3CCC(C)CC3)o2)c1 | 13% | -6% | 7.6% | 13% | -5%
OC(COC1CCCCC1)CN1CCN(c2ccccc2)CC1 (stereo unspecified) | -6% | 9% | i | 12% | 6%
COC(=O)C[C@H]1c2cc(F)ccc2S(=O)(=O)N1Cc1ccccc1 | 8% | 4% | i | 0% | 7%
COc1ccc(NC(=O)CSc2nc(O)c(Cc3ccccc3)c(=O)[nH]2)cc1 | 3% | 69% | i | 2% | 51%
CCOc1ccccc1NC(=O)C1CCCCN1S(=O)(=O)c1ccc(F)cc1 (stereo unspecified) | -16% | 8% | 3.2% | -1% | 15%
Cc1ccc(OCC(=O)NCCN2CCOCC2)cc1C | 5% | 7% | 1.5% | 4% | -2%
Cc1ccc(S(=O)(=O)N2CCN(C(=O)CN3CCCSc4ccccc43)CC2)cc1 | 2% | 5% | 4.7% | x | 10%
Cc1ccc(OCCn2cnc3ccccc3c2=O)c([N+](=O)[O-])c1 | 1% | 5% | 0.1% | 1% | 4%
O=C(NN=Cc1ccc(O)cc1O)c1ccccc1NS(=O)(=O)c1cccs1 | -3% | 1% | 5.1% | x | 44%
Cn1c(C(=O)NCCN2CCOCC2)cc2sccc21 | -4% | 1% | 4.7% | -8% | 12%
Cc1c(N/C=C(\Cl)C(=O)C(F)(F)F)c(=O)n(-c2ccccc2)n1C | -3% | 1% | 0.7% | 4% | -17%
CCn1cc(C(=O)N[C@@H](CC(C)C)C(=O)NCCCn2ccnc2)c(=O)c2cc3c(cc21)OCO3 | 9% | 3% | 1.7% | -1% | 4%
CSc1ccccc1C(=O)Nc1cccc(C(C)=O)c1 | 8% | -1% | i | -3% | 4%
Cc1ccc(NNC(=O)c2ccno2)cc1C | -2% | 2% | i | -2% | 14%
CCCC(=O)Nc1ccc(C(=O)/C=C/c2ccc(SC)cc2)cc1 | 6% | 23µM* | 3.0% | -11% | 43% | VEEV TC-83 Vero 10K pilot screen=0.8
Cc1ccc(NC(=O)CC2C(=O)NC3CCCCC3N2C(=O)c2ccc(F)cc2)cc1C (stereo unspecified) | -5% | 1% | 6.3% | 4% | 27%
COc1ccccc1CNC(=O)CN(c1ccc(C)cc1)S(=O)(=O)c1c(C)n[nH]c1C | 8% | 6% | 6.0% | 12% | 19%
C=CCc1ccccc1OCC(O)CN1CCN(c2ccc(C)cc2)CC1 (stereo unspecified) | 11% | 8% | 2.5% | 18% | 54%
O=C(NN1C(=O)C2C3CCC(O3)C2C1=O)c1ccco1 (stereo unspecified) | 11% | 4% | i | -4% | -11%
O=C(CSC(=S)N1CCOCC1)Nc1nccs1 | 2% | 1% | i | 2% | 67%
Cc1cc(/C=C2\SC(=S)NC2=O)c(C)[nH]1 | 4% | -3% | 3.7% | -2% | -2%
O=C(COC(=O)C1COc2ccccc2O1)NC(=O)NC1CCCC1 (stereo unspecified) | 11% | -4% | 6.0% | 4% | -21%
Cc1ccccc1OCC(=O)N(CC(C)C)c1c(N)n(CC(C)C)c(=O)[nH]c1=O | -2% | 11% | 2.9% | -5% | -15%
COc1cc([N+](=O)[O-])ccc1NC(=O)NNC(=O)c1sccc1C | -6% | -9% | 8.0% | -13% | -4%
Cc1c(Nc2cc(N3CCOCC3)c3nonc3c2[N+](=O)[O-])c(=O)n(-c2ccccc2)n1C | x | 1% | x | -2% | -13%
CCCCN=Cc1sc2ccc(OCC)cc2c1O | 2% | -4% | 3.1% | -6% | 20%
O=C(Cc1cccc(NC(=O)C2CCCN(C(=O)C3CC3)C2)c1)Nc1cccc(C(=O)N2CCOCC2)c1 (stereo unspecified) | -3% | x | 0.0% | x | x
Cc1ccc(S(=O)(=O)N2[C@@H](c3ccc(Br)cc3)C(C(=O)O)=CC[C@H]2c2ccc(Cl)c(Cl)c2)cc1 | -10% | 1% | 0.9% | x | 52%
c1ccc(CSCc2cn3ccsc3n2)cc1 | -4% | 0% | 1.3% | 4% | 58%

Gathered by group: the compounds so far with a furan ring, fused or not (2)
SMILES | H1N1 NS1A inhibition | M. tuberculosis HTS | VEEV TC-83 Vero | Salmonella PhoP GFP | M. tuberculosis | others
CCOC(=O)c1c(C)oc2ccc(OC(=O)N3CCOCC3)cc12 | -3% | 4% | i | 0% | 17%
O=C(NN1C(=O)C2C3CCC(O3)C2C1=O)c1ccco1 (stereo unspecified) | 11% | 4% | i | -4% | -11%

(listing goes on)
SMILES | H1N1 NS1A inhibition | M. tuberculosis HTS | VEEV TC-83 Vero | Salmonella PhoP GFP | M. tuberculosis | others
O=C(c1ccc(-c2ccccc2)cc1)N1CCN(C(=O)c2ccco2)CC1 | -3% | 0% | 5.9% | -2% | 4%
S=C(Nc1ccccc1)N1CCN(c2ccc(N3CCOCC3)nn2)CC1 | -6% | 1% | 0.0% | 3% | -7%
COc1ccc(NC(=O)CS(=O)CC(=O)Nc2cc(Cl)ccc2OC)cc1 (stereo unspecified) | -9% | -1% | 4.3% | -9% | -10%
COC(=O)Cn1cc(/C=N/NC(=O)c2ccc(C#N)cc2F)c2ccccc21 | 2% | -6% | 1.4% | -1% | -13%
COc1ccc(CC(=O)Nc2cccc(-c3csc(C)n3)c2)cc1 | 2% | -3% | i | -2% | -11% | VEEV TC-83 Vero 10K pilot screen=3.8
O=C(NCc1ccc2c(c1)OCO2)c1cccc2c1C(=O)N(C1CCCCC1)C2 | 27% | -3% | 0.5% | 0% | 4%
C#CCOCCOCCOCCNc1nc(N2CCOCC2)nc(N2CCN(C(=O)[C@H](CCC(=O)O)n3cc(C(N)Cc4ccc(O)cc4)nn3)CC2)n1 (stereo partly specified) | 4% | 1% | 0.1% | -5% | 4%
CC1=NN(C(=O)c2ccc(Cl)cc2)C(O)(c2ccccc2)C1 (stereo unspecified) | 2% | 28% | 1.5% | 1% | u
COc1ccc(CCNC(=O)CSCc2ccc(Cl)cc2)cc1OC | -3% | -2% | 2.9% | -4% | 50%
COc1cc(NC(=O)COC(=O)c2cnc(C)cn2)c(C)cc1[N+](=O)[O-] | -12% | -1% | 0.7% | -9% | 29%
CCCCCOc1ccc(C(=O)CCN2CCOCC2)cc1 | -19% | 0% | i | 7% | u
O=C(NC(=S)N1CCc2ccccc21)c1ccccc1Br | -4% | 6% | 1.5% | -3% | u | VEEV TC-83 Vero 10K pilot screen=0.5
COc1ccc(C)cc1Nc1ccc(C(=O)O)cc1[N+](=O)[O-] | 4% | 4% | i | 4% | 3%
Cc1ccc(S(=O)(=O)n2nc(OC(=O)c3c(-c4ccccc4Cl)noc3C)cc2N)cc1 | 20% | 2% | 0.6% | -4% | 25%
O=C(c1ccc(F)cc1)c1cn[nH]c1-c1ccccc1O | -6% | -2% | 1.8% | -3% | 9% | VEEV TC-83 Vero 10K pilot screen=1.5
Cc1ccc(S(=O)(=O)N2CCOCC2)cc1NC(=O)COC(=O)CCn1c(C)csc1=O | 0% | -9% | 1.2% | -7% | 2%
CCc1ccc(/C=C2\SC(=S)N(CCC(=O)NCCCN3CCOCC3)C2=O)cc1 | 7% | -5% | 7.2% | 22% | 61%
Cc1cc(/C(N)=N/OC(=O)Nc2ccc(Cl)cc2)no1 | x | 4% | i | -4% | -1%
Nc1ccc(N2C(=O)c3ccccc3C2=O)c(Cl)c1 | 1% | -12% | 2.0% | -21% | 3%
Cc1ccc(NC(=O)NCCCCc2ccccc2)cc1 | -6% | -6% | 1.1% | -9% | 14%
Cc1nnc(NC(=O)c2ccccc2C(=O)O)s1 | -27% | -5% | 1.6% | -4% | -10%
COc1ccc(NC(=O)COC(=O)c2ccc(-n3nc(C)cc3C)cc2)cc1OC | -4% | 5% | 0.8% | x | 38%
Cc1nnc(NC(=O)CSc2cn(Cc3ccccc3)c3ccccc23)s1 | -5% | -8% | i | 7% | 3%
O=C(COc1ncnc2ccccc12)Nc1cc(S(=O)(=O)N2CCOCC2)ccc1Cl | -14% | -15% | 0.1% | -6% | -11%
COC(=O)CC1=C(C(=O)OC)C(c2ccncc2)C(C#N)=C(N)O1 (stereo unspecified) | -10% | -1% | 4.3% | -12% | -3%
O=C(COC(=O)c1cc(=O)[nH]c2ccccc12)c1ccccc1 | -2% | -9% | 1.7% | 3% | 4%
CCC(C)(C)NC(=O)C(c1ccc(OC)cc1)N(C(=O)CCC(=O)Nc1cc(C)on1)c1ccccc1F (stereo unspecified) | 0% | -2% | 2.0% | 10% | 0%
Cn1c(=O)c(C(=O)CSc2nnc(Nc3ccccc3)s2)c(N)n(Cc2ccccc2)c1=O | -2% | -5% | 2.2% | -2% | -1%
CCOc1cc(C2Nc3ccccc3NC3=C2C(=O)CC(C)(C)C3)ccc1OC(C)=O (stereo unspecified) | -3% | 5% | i | 0% | -10%
Cc1cc(C)n2nc(CC(=O)NNC(=O)COc3ccccc3)nc2n1 | -10% | -6% | 1.2% | -3% | -6%
COc1ccc2sc(N3C(=O)C4CC=C(C)CC4C3=O)nc2c1 (stereo unspecified) | 1% | -9% | 0.1% | 3% | 5%
